D1 ag = activates the human D1 dopamine receptor. P21728. AID 504660. actives 1% (n = 360,000). activation, % at 2 µM. HEK293 T-REx D1 cells, calcium flux, agonist mode; also: 0% is about no effect
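Inducible HEK293 T-REx D1 cells, force-coupled to calcium signalling, were plated at 4000 cells/well with tetracycline and held overnight at 30 C. After no-wash calcium dye loading, compound-evoked calcium rise over 180 s flagged agonists.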
TRHR PAM = TRH receptor (human) allosteric enhancement. AID 493056. actives 0.66% (n = 360,000). P34981. enhancement, % at 2 µM. TRHR cells, fluo-8 calcium fluorescence, EC20 TRH enhancement; in the data active = enhancement above about 30%; also: 0% is about no effect
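Enhancer read-out: after compound pinning and an initial kinetic agonist-mode read, an EC20 of TRH (10 nM final) was injected and fluo-8 calcium signal (Ex 480/Em 530) followed at 1 s/cycle for 100 cycles in TRHR-expressing cells.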
D2 PAM = D2 dopamine receptor (human) potentiation | P14416 | HEK293 T-REx D2, calcium flux, EC20 dopamine potentiation | potentiation, % at 10 µM | actives 0.34% (n = 340,000);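 active = potentiation over 3 SD above the plate norm, cut at about 30% in these data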; also: 0% is about no effect
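Calcium flux readout, no-wash dye, 1 read/s. Inducible HEK293 Trex D2 line, overnight 30 C. Compound alone 180 s (agonist flags), then EC20 dopamine, another 180 s to score potentiation.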
D1 potentiator = human D1 dopamine receptor positive modulation; HEK293 TREx D1 cells, calcium flux, dopamine EC20 potentiation; AID 504651; potentiation, % at 10 µM; actives 0.036% (n = 360,000); P21728; in the data active = potentiation above about 30%; also: 0% is about no effect
D2 antag = antagonizes the human D2 dopamine receptor | P14416 | HEK293 TREx D2 cells, calcium flux, dopamine EC80 | inhibition, % at 10 µM | actives 2% (n = 340,000); in the data active = inhibition above about 30%; also: 0% is about no effect
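Compounds are added to dye-loaded, induced HEK293 T-REx cells coupled to calcium release via D2; after a 3 min kinetic read an EC80 dopamine stimulus is given and fluorescence is recorded for 3 more min.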
D2 agonist = D2 dopamine receptor (human) agonism; actives 0.53% (n = 340,000); P14416; activation, % at 2 µM; HEK293 T-REx D2 cells, calcium flux agonist mode; AID 485358;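 active = activation over 3 SD above normal in the single-dose calcium agonist read, cut at about 30% in these data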; also: 0% is about no effect
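Tetracycline-induced HEK293 T-REx cells with force-coupled D2 receptor, plated overnight at 30 C, loaded with no-wash calcium dye. After a 10 s baseline, compound was pin-added and calcium flux read kinetically for 180 s; calcium rises flagged agonists.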
RXFP1 antag = RXFP1 (human) relaxin receptor antagonism. actives 0.59% (n = 350,000). activity change, negative = inhibition, % at 57.5 µM. Q9HBX9. HEK293-RXFP1, relaxin-stimulated cAMP HTRF, 30 min; active compounds read low;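 active = activity change of -60% or lower, but not beyond a set lower limit; inconclusive = change between -60% and -40%, or beyond the set limit; inactive = change above -40%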; also: % is scaled to controls: 0 for no effect and ±100 for the full control effect
Target sequence (Q9HBX9 whole entry, looked up): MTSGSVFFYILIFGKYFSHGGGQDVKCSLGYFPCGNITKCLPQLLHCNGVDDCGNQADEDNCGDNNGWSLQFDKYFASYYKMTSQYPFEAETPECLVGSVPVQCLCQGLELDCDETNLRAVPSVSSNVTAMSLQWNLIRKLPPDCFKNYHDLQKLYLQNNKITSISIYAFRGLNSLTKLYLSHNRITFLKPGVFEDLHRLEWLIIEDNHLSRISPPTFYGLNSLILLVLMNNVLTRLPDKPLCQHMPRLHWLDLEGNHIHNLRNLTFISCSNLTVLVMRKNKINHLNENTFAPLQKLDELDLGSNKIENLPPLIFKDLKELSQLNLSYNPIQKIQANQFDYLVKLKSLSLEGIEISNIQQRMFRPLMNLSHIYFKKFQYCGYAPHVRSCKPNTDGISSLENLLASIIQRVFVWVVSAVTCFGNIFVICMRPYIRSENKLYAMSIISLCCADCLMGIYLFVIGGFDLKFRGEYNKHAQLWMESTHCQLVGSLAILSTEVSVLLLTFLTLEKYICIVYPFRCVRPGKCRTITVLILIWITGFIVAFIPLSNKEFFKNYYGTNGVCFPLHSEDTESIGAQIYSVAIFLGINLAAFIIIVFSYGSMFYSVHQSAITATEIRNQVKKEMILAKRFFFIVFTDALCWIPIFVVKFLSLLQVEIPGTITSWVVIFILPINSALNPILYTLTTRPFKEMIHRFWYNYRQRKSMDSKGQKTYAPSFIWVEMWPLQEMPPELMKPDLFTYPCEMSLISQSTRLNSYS
D1 antag = blocks dopamine activation of the human D1 receptor. HEK293 TREx D1 cells, calcium flux, dopamine EC80; active compounds read low. AID 504652. activity change, negative = inhibition, % at 10 µM. P21728. actives 3.2% (n = 360,000); in the data active = activity change below about -30%; also: % is scaled to controls: 0 for no effect and ±100 for the full control effect
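Antagonism measured as reduced calcium response to an EC80 dopamine addition following 180 s compound pre-read; cells were inducible HEK293 Trex D1 plated overnight at 30 C, read kinetically at 1 cycle/sec.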
TRHR agonist = activates the human TRH receptor. actives 0.18% (n = 360,000). AID 493084. activation, % at 2 µM. P34981. TRHR cells, calcium flux fluo-8, FDSS agonist mode; also: 0% is about no effect
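Read-out: compound-evoked intracellular calcium rise in TRHR cells, fluo-8 dye, kinetic FDSS fluorescence at 1 s/cycle following a 10-cycle baseline. Cells cultured overnight before dye loading (30 min–1.5 h, RT).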
* = called active by the depositor; ? = inconclusive; nt = not tested or not shown; & = joins results of further samples. Rule as the data show it, unless noted: active = activation above about 30%; inactive = the rest. Outcome played no part in choosing rows (roughly 7.1% active in at least one column).

smiles	D1 ag	TRHR PAM	D2 PAM	D1 potentiator	D2 antag	D2 agonist	RXFP1 antag	D1 antag	TRHR agonist
Cc1ccc(NC(=O)CSc2nnc(COc3ccc(Cl)cc3)o2)cc1	0	2	6	2	nt	-0.9	1	8	-0.6
Cc1cc(OCc2cc3c(cc2Cl)OCO3)c2c(C)cc(=O)oc2c1	3	-5	4	15	-17	-0.3	1	-6	0.0
CCOC(=O)c1c(C)nc2c(C#N)cnn2c1C	-1	-14	nt	-3	nt	nt	-3	-17	-0.7
CCOC(=O)c1c(C)[nH]c(C(=O)COC(=O)C(C)N2C(=O)C3CCCCC3C2=O)c1C (stereo not drawn)	9	-7	2	-3	2	0.2	-16	-25	-0.7
O=C1CN(C(=O)c2cc([N+](=O)[O-])ccc2Cl)C(c2ccccc2)c2cc(F)ccc2N1 (stereo not drawn)	2	-4	-19	2	-7	0.4	3	1	-1.4
CCOc1ccc(-n2c(SCC(=O)NCC3CCCO3)nc3c([nH]c4ccccc43)c2=O)cc1 (stereo not drawn)	5	-1	15	0	nt	0.1	nt	8	-0.9
O=C(Nc1n[nH]c(=S)s1)c1ccco1	-1	11	4	-1	-2	0.5	nt	13	-0.2
Cc1ccc(-c2cc(C(F)(F)F)n3ncc(-c4ccccc4)c3n2)cc1	1	3	12	4	nt	0.2	-2	7	-0.1
COc1ccc(NC(=O)C2CCCN(S(=O)(=O)c3ccc4c(c3)CCCC(=O)N4)C2)cc1OC (stereo not drawn)	1	-6	-8	-2	nt	1.0	nt	-1	0.6
COC(C(=O)N/N=C(\C)c1ccc(C)cc1)c1ccccc1 (stereo not drawn)	0	-1	6	-8	5	0.2	7	10	-1.2
COc1ccc(Nc2ccc(C(N)=O)cc2[N+](=O)[O-])cc1	1	-4	5	-4	6	-0.4	-22	3	-1.4
Cc1ccc(S(=O)(=O)CCC(=O)OCC(=O)Nc2ncc(Cl)cc2Cl)cc1	-1	-2	-6	5	-11	0.4	-8	-2	0.6
COc1ccc(C2N3CC4(C)CN2CC(C)(C3)C4O)cc1OC (stereo not drawn)	4	31*	17	-7	17	0.3	-9	-5	-0.2
O=C(CCNC(=O)c1ccc(Cl)cc1)Nc1ccccc1N1CCCC1	1	-2	5	2	6	0.1	1	-25	-0.3
CCN1CCN(C(=O)c2cc(COc3ccc4ncccc4c3)on2)CC1	28	0	8	3	-11	-0.4	-7	-25	0.8
Cc1oc(-c2ccccc2Cl)nc1CN(Cc1ccccn1)C[C@@H]1CCC(=O)N1	1	-1	-1	-3	0	-0.2	-3	3	-0.2
Cc1cc2c(s1)c1c(n2C)C(=O)N(Cc2ccccc2F)C1	0	4	nt	1	nt	nt	nt	-11	-0.1
CC(C)C[C@H](N)C(=O)N1CCC(C(=O)N[C@H](C(=O)NCc2ccc(F)cc2)C(C)C)CC1	1	-3	-12	-5	-15	-0.5	nt	-18	-0.2
O=C(COc1ccc(Cl)cc1)Nc1c(-c2cccs2)nc2ccccn12	3	-11	7	4	-11	0.3	-10	6	-0.6
Cc1nc2c(-c3ccc(F)cc3)c(C)nn2c(C)c1CCC(=O)Nc1ccccc1F	2	15	-3	-6	6	-2.6	13	-20	0.3
COc1cc(C)ccc1OCCSc1nc2ccc(NC(=O)c3ccc4c(c3)OCO4)cc2s1	2	0	-10	0	nt	1.9	nt	-6	-0.7
COc1ccc(C2(C)NC(=O)N(CC(=O)c3cc(C)n(C4CC4)c3C)C2=O)cc1 (stereo not drawn)	64*	4	2	-3	12	21	-8	-9	12
CCC(CC)C(=O)Nc1c2cnn(-c3ccccc3)c2nc(=O)n1-c1ccccc1	1	14	3	-5	-20	-0.8	0	-25	0.7
COc1ccccc1C(=O)Nc1ccncc1	1	35*	6	-4	6	1.4	-17	6	-0.5

Next section, starting with the last 2 of the part before.
smiles	D1 ag	TRHR PAM	D2 PAM	D1 potentiator	D2 antag	D2 agonist	RXFP1 antag	D1 antag	TRHR agonist
CCC(CC)C(=O)Nc1c2cnn(-c3ccccc3)c2nc(=O)n1-c1ccccc1	1	14	3	-5	-20	-0.8	0	-25	0.7
COc1ccccc1C(=O)Nc1ccncc1	1	35*	6	-4	6	1.4	-17	6	-0.5
CCOC(=O)c1c(NC(=O)C2C3CCC(O3)C2C(=O)O)sc2c1CCCC2 (stereo not drawn)	0	0	-1	1	-7	-0.7	-17	-13	0.0
COc1ccc(C2C=C(c3ccc(Cl)cc3)Nc3nc(NC(C)=O)nn32)cc1 (stereo not drawn)	40*	9	nt	-5	nt	nt	nt	-3	-2.2
COc1ccccc1CNC(=O)CCS(=O)(=O)c1ccc2c(c1)CCN2C(C)=O	0&-2	-6&-3	-12	-1&4	-6	0.2&-0.6	-2&10	-12&-8	-0.2&0.0
CCc1cccc(NC(=O)CCCN2C(=O)C(c3ccccc3)Oc3cccnc32)c1 (stereo not drawn)	10	0	-5	1	9	-0.1	3	-3	0.8
CCOC(=O)Nc1nc(C)c(C(=O)c2ccc(Cl)cc2)s1	2	-3	1	-4	16	-0.1	11	-19	0.0
COc1ccc(/C=C(\C#N)C(=O)OCC(=O)NCc2ccccc2)cc1	0	0	-14	1	-11	2.4	5	0	0.1
O=C(CCNS(=O)(=O)c1ccc2c(c1)CCN2C(=O)C1CC1)Nc1ccc(OC(F)(F)F)cc1	1	-2	-11	-6	nt	1.5	nt	1	-0.2
CCCOc1ccc(N2C(=O)CC(N3CCOCC3)C2=O)cc1 (stereo not drawn)	1	-1	0	-1	-36	0.0	7	-6	0.9
NNc1cc([N+](=O)[O-])cc2c1C(=O)N(Cc1ccccc1)S2=O (stereo not drawn)	6	-14	-2	-1	-1	-0.1	1	-3	-0.7
COc1cc2c(C(=O)N3CCN(c4ccccc4)CC3)c(C)oc2cc1Br	1	-7	-3	-6	0	5.1	5	-8	-0.4
Cn1nc(-c2ccccc2)c(-c2nc(-c3cccc(C(F)(F)F)c3)no2)c1Cl	2	-3	2	-2	0	0.7	9	3	0.3
O=C(Cn1c(=O)c2cccn2c2ccc(F)cc21)Nc1cccc(F)c1	3	4	-7	0	nt	-0.1	7	5	0.6
CC(NC(=O)C1CCCC1)c1ccc2c(c1)OCCO2 (stereo not drawn)	2	1	17	-13	-9	0.7	-2	1	0.2
COc1ccccc1NC(=O)Cn1c(=O)oc2cc(S(=O)(=O)NCc3ccccc3)ccc21	3	-4	2	0	nt	nt	nt	7	-0.5
O=C(CN1C(=O)NC2(CCCC2)C1=O)Nc1cccc(-c2nnc3n2CCCCC3)c1	2	1	4	-6	-18	-0.3	-4	-26	-0.4
COc1cccc(NC(=O)N2CCC(C(=O)Nc3ccc(C)cc3C)CC2)c1	3	-3	-2	-1	16	-0.4	2	8	-0.8
CC(=O)c1cccc(NC(=O)CN2C(=O)CN(C)C(=O)c3ccccc32)c1	1	5	-5	-1	nt	-0.4	8	2	0.2
CCOC(=O)N1CCC(NC(=O)c2cc(C(=O)Nc3cccc(OC)c3)ccc2CO)CC1	0	2	14	0	-3	0.0	-2	1	0.2
C=C(C)CNC(=S)N1CCNC(=O)C1CC(=O)OC (stereo not drawn)	1	5	-2	0	-10	0.8	-8	17	0.1
COc1ccc(-c2cc(C(=O)NNC3=NCCC3)c3c(C)nn(-c4ccccc4)c3n2)cc1	0	1	nt	-4	nt	nt	-10	25	0.5
Cc1ccc(C(CNS(=O)(=O)c2ccc(F)cc2C)N2CCN(C)CC2)cc1 (stereo not drawn)	0	4	14	3	-23	-0.4	?	25	-0.2
CN(Cc1c(C(=O)N/N=C/c2ccccc2)nnn1-c1nonc1N)C1CCCCC1	3	-11	-3	4	-9	-0.3	-1	18	0.0
CC1=C(C(=O)OC(C)C)C(c2ccc(F)cc2)NC(=O)N1 (stereo not drawn)	2	2	1	-2	1	1.0	3	0	-0.9
O=C(NC(=S)Nc1c(F)cc(F)cc1Br)c1ccc2c(c1)OCCO2	2	-6	12	-7	-18	-1.1	-4	nt	-0.3

Reprinted from the listing, three compounds:
smiles	D1 ag	TRHR PAM	D2 PAM	D1 potentiator	D2 antag	D2 agonist	RXFP1 antag	D1 antag	TRHR agonist
CC(=O)c1cccc(NC(=O)CN2C(=O)CN(C)C(=O)c3ccccc32)c1	1	5	-5	-1	nt	-0.4	8	2	0.2
CCOC(=O)N1CCC(NC(=O)c2cc(C(=O)Nc3cccc(OC)c3)ccc2CO)CC1	0	2	14	0	-3	0.0	-2	1	0.2
C=C(C)CNC(=S)N1CCNC(=O)C1CC(=O)OC (stereo not drawn)	1	5	-2	0	-10	0.8	-8	17	0.1

Next section.
smiles	D1 ag	TRHR PAM	D2 PAM	D1 potentiator	D2 antag	D2 agonist	RXFP1 antag	D1 antag	TRHR agonist
O=C(NCCCn1ccnc1)c1ccc(S(=O)(=O)N2CCCCCC2)cc1	4	2	-2	-11	-18	-0.5	3	-11	-0.2
Cc1ccc(S(=O)(=O)Nc2cccc(C(=O)NCCCN3CCCC3=O)c2)cc1F	3	15	11	-2	1	0.7	3	-7	0.4
COC(=O)c1c(C)nn(-c2ccccc2)c1N	-3	-4	-5	-5	12	-0.6	nt	6	0.0
CC1CN(c2nc3ccccc3nc2C(C#N)C(=O)NCc2ccc3c(c2)OCO3)CC(C)O1 (stereo not drawn)	6	-1	-3	-1	nt	nt	-12	4	2.3
Cc1ccccc1CN1CCN(C(=O)c2ccc(S(=O)(=O)NCc3ccco3)cc2)CC1	-1	-9	-5	-2	-5	0.1	-1	0	-0.5
COc1ccc(S(=O)(=O)Nc2cc(C(=O)NCCCOC(C)C)ccc2N2CCOCC2)cc1	1	2	3	-4	2	0.0	6	1	-0.6
O=C(Nc1ccc([N+](=O)[O-])cc1Br)c1cccnc1	0	-1	12	-4	0	-0.7	1	3	0.8
COc1cccc2sc(N(Cc3cccnc3)C(=O)Cc3ccccc3)nc12	2	-3	14	6	nt	-0.3	-10	nt	0.0
Cc1cc(C(=O)O)ccc1-n1c(C)cc(/C=C(/C#N)C(=O)Nc2ccccc2)c1C	-1	-3	-7	-2	8	-0.4	-8	-7	-0.1
COc1cc(OC)cc(C(=O)Nc2cccc(N3CCCC3)c2)c1	2	-4	-14	2	-23	0.0	-11	-3	-0.4
Cc1cccc(C)c1NC(=O)c1ccc(-c2ccc(Cl)cc2Cl)o1	7	-3	-10	-2	-21	-0.2	-17	-13	0.6
Cc1ccc(S(=O)(=O)N/N=C/c2cc(Br)c(C)o2)cc1	4	0	-11	1	-2	0.1	-8	6	0.6
COc1ccc(CN2CCN(C(=O)CC(C)C)CC2)c2ccccc12	3	4	4	7	-12	-0.8	-10	9	-0.4
O=C(N1CCOCC1)n1nnc2ccccc21	2	-1	1	-6	2	-1.9	17	-18	-0.1
ClC(Cl)(Cl)c1nc(N/N=C/c2ccncc2)c2ccccc2n1	1	-2	11	-6	-10	1.8	1	-11	0.3
COCC(=O)NC1CCCCCC1	2	-2	17	-3	-8	0.1	2	0	0.3

From PubChem BioAssay
